Bioassay records deposited in PubChem by The Scripps Research Institute Molecular Screening Center.
TTR transcr act: TTR transcription activation, primary screen; SH-SY5Y TTR promoter Gaussia luciferase, luminescence; 100% = recombinant luciferase protein wells; activation, % at 16.7 µM; 92,000 compounds, 1.3% hits;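 active = activation above the mean of all tested compounds plus 3 SD, cut at about 9.5% in these data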;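 also: cells exposed to compounds for one day before reading; 0% = median of all test compound wells on the plate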
The depositor's hits bear a star.

The opening 4 compounds (preview)
SMILES	TTR transcr act
O=C(CN(C(=O)c1ccccc1Cl)N1C(=O)C2C3C=CC(C3)C2C1=O)c1cccs1 (configuration not stated)	-1.8
O=C(NNC(=S)Nc1ccc(F)cc1)C1CC1c1ccc(Cl)cc1 (configuration not stated)	3.8
Cc1ccc([C@H]2C[C@H](O)[C@@H](n3cc(COC(=O)c4ccccc4)nn3)CN2Cc2cccs2)cc1	4.3
Cc1[nH]c(=O)nc(SCc2ccc(Cl)c(Cl)c2)c1C#N	5.3

The list itself, from the start:
SMILES	TTR transcr act
O=C(CN(C(=O)c1ccccc1Cl)N1C(=O)C2C3C=CC(C3)C2C1=O)c1cccs1 (configuration not stated)	-1.8
O=C(NNC(=S)Nc1ccc(F)cc1)C1CC1c1ccc(Cl)cc1 (configuration not stated)	3.8
Cc1ccc([C@H]2C[C@H](O)[C@@H](n3cc(COC(=O)c4ccccc4)nn3)CN2Cc2cccs2)cc1	4.3
Cc1[nH]c(=O)nc(SCc2ccc(Cl)c(Cl)c2)c1C#N	5.3
O=C(O)c1cc(=O)[nH]c2ccccc12	-0.2
COc1ccc(CN2CCNC(=O)C2CC(=O)NC2Cc3ccccc3C2)c(OC)c1 (configuration not stated)	-0.4
O=C(COC(=O)CCc1ccc(S(=O)(=O)N2CCOCC2)cc1)NC(=O)NC1CCCCC1	0.3
c1cncc(COC2CCCN(Cc3nc(-c4cccs4)no3)C2)c1 (configuration not stated)	5.2
O=C(O)c1cc(S(=O)(=O)NC23CC4CC(CC(C4)C2)C3)ccc1Cl	0.9
CCOc1ccc(OCC)c(NC(=O)CN2CCN(CC(=O)NC(C)C)CC2)c1	-0.7
N=c1c(S(=O)(=O)c2ccc(Br)cc2)cc2c(=O)n3ccccc3nc2n1Cc1ccccc1	1.0
Cc1cc(NC(=O)CS(=O)(=O)c2cn(Cc3cccc(Cl)c3)c3ccccc23)no1	-1.9

Reformatted: 3 of the compounds above
| TTR transcr act | molecule |
| --- | --- |
| 5.2 | c1cncc(COC2CCCN(Cc3nc(-c4cccs4)no3)C2)c1 (configuration not stated) |
| -0.2 | O=C(O)c1cc(=O)[nH]c2ccccc12 |
| -0.4 | COc1ccc(CN2CCNC(=O)C2CC(=O)NC2Cc3ccccc3C2)c(OC)c1 (configuration not stated) |

(further entries)
SMILES	TTR transcr act
Cc1ccc(C(=O)/C=C/c2c[nH]c3ccccc23)cc1	0.8
Cn1c(C(=O)O)c(C=O)c2ccccc21	-0.8
CCN(CC)S(=O)(=O)c1cccc(C(=O)N/N=C(\C)c2ccc(O)cc2O)c1	0.7
Cc1ccc(S(=O)(=O)N2CCOCC2)cc1NC(=O)CSc1nnc(N)s1	0.8
S=C(Nc1ccc(Cl)cc1)N1CCN(C2CCCCC2)CC1	1.4
O=C(N/N=C/c1ccc([N+](=O)[O-])cc1)c1cc(C2CC2)nc2ccccc12	-0.6
CC(c1ccccc1)n1cc(C(=O)NCCCn2ccnc2)nn1 (configuration not stated)	-0.9
Cc1nc(Sc2ccc(Br)cc2)c(C#N)c(C)c1[N+](=O)[O-]	-0.9
Cn1cccc1CC(=O)N/N=C/c1ccc(C(C)(C)C)cc1	1.1
O=C(Cn1cncn1)NCc1ccccc1Br	0.6
O=C1NN(c2ccccc2)C(=O)/C1=C/c1ccc(-c2ccc(Cl)c(C(=O)O)c2)o1	-1.8
CCOc1cc(C(=O)Nc2ccc(S(=O)(=O)Nc3cnc4ccccc4n3)cc2)cc(OCC)c1OCC	-2.9
CN(C)CC(=O)N1c2ccccc2Sc2ccc(Cl)cc21	1.7
CC(=O)N/C(=C\c1ccccc1)C(=O)OCC(=O)NC(=O)c1ccccc1	15*
COc1ccc(C(=O)Nc2ccc(C)cc2C(=O)c2ccccc2)cc1	-1.6
COc1cc(NC(=O)CSc2nnc(-c3ccncc3)n2C2CCCCC2)ccc1NC(=O)c1ccco1	0.8
CCCOc1ccc(-c2nc(C#N)c(N3CCc4ccccc4C3)o2)cc1	-1.1
CC(C)C(NC(=O)c1c(F)cccc1F)C(=O)N1CCN(c2ccccc2F)CC1 (configuration not stated)	-1.2
CC1(C)CC(=O)c2cn3c(nc2C1)nc1ccccc13	0.9
COC(=O)c1ccc(-n2nnnc2SCC(=O)Nc2ccccc2C(=O)OC)cc1	0.9
Cc1ccc(NS(=O)(=O)c2ccc(-n3cccn3)cc2)cc1C	1.9
Cc1ccc(Nc2ncc3c(n2)CC(C)CC3=O)c(C)c1 (configuration not stated)	-0.2
CCC(C)Sc1cccc(-c2nc3cnccn3c2NC2CCCCC2)c1 (configuration not stated)	-5.1
Cc1cc(C)nc(NC(=S)N2CCN(c3ccc(Cl)c(Cl)c3)CC2)c1	-2.0
CC(C)(C)c1ccc(C(=O)Nc2cc(Cl)ccc2-c2nn[nH]n2)cc1	-2.9
Cc1ccc(CC(=O)NCc2ccc(F)cc2)cc1	-0.1
O=C1C(=O)N(Cc2ccc(-c3ccc(F)nc3)cc2)c2ccc(OC(F)(F)F)cc21	-0.5
Cc1cccnc1N=O	1.2
CC(O)c1cccc(NC(=O)CCCc2ccccc2)c1 (configuration not stated)	-1.9
CC1Oc2ccccc2N(CC(=O)c2ccc(F)cc2)C1=O (configuration not stated)	1.0
COC(=O)[C@H](Cc1ccccc1)NC(=O)N1CCCCC1	3.0
COc1cc(C2C(C#N)=C(N)Oc3c2c(-c2ccccc2)nn3-c2ccccc2)cc(OC)c1OC (configuration not stated)	-0.1
CCOC(=O)c1[nH]c2ccccc2c1NC(=O)COC	0.3
NC(=O)NCc1ccccc1Cl	1.2
O=C(CCc1nc(-c2ccccc2F)no1)NCCc1ccccc1Cl	0.8
CCn1c(SCC(=O)Nc2ccc3c(c2)OCCO3)nnc1-c1cccs1	0.6
COc1ccc(F)cc1CN1CCN(CC(=O)Nc2ccccc2C(=O)NC2CC2)CC1	1.9
Nc1cc(-c2ccccc2)nn1S(=O)(=O)c1ccc(F)cc1	-2.2
COc1ccc(-c2csc(NC(=O)CSC(C)C(=O)Nc3cc(C)on3)n2)cc1OC (configuration not stated)	-1.0
O=[N+]([O-])c1ccccc1S(=O)(=O)NCCc1ccncc1	1.4
COc1ccc(C(=O)/C=C/c2ccc(OC)c(COc3ccc(F)cc3)c2)cc1	0.8
N/C(=N\OC(=O)Cc1ccc([N+](=O)[O-])cc1)c1ccccn1	-1.1
CCN(CC)c1nc(Oc2ccc(=O)[nH]n2)nc(N2CCOCC2)n1	-0.1
Cc1ccc(NC(=O)NC(=O)COc2c(F)c(F)cc(F)c2F)c(C)c1	-0.6
C=CCN(c1ccccc1)S(=O)(=O)c1cccc2cccnc12	1.3
Cc1cccn2c(=O)c3cc(C(=O)NCCN4CCOCC4)n(C)c3nc12	4.2
CCC1CCC2(CC1)NC(=O)N(CC(=O)NCc1ccc(Cl)cc1)C2=O (configuration not stated)	0.5
COc1ccc(CNc2ncccn2)cc1OC	1.0
Cn1c(Cc2ccccc2)nnc1SCC(=O)N1CCN(c2ccccc2)CC1	-0.4
CC1CCCCC1NS(=O)(=O)c1ccc(-n2cnnn2)cc1 (configuration not stated)	0.5
[O-][n+]1c2ccccc2c2n1CCCN=C2c1ccc(Cl)cc1	0.4
COc1cccc(NC(=O)CN(C)C(=O)c2ccc(OCC3CCCO3)cc2)c1 (configuration not stated)	-0.8
O=C(Oc1ccc2c(c1)OCC2=O)c1ccc(Cl)cc1	-1.1
Clc1ccc2nc(CN3CCCc4ccccc43)cn2c1	0.9
Cc1cccc(C)c1OCc1cc(C(=O)N2CCNC(=O)C2)no1	1.1
COc1cc(NC(=O)c2ccco2)c(OC)cc1NC(=O)Nc1cccc(Cl)c1	-0.1
COc1ccccc1N1CCN(C(=O)CSc2nc3ccccc3c(=O)n2CC2CCCO2)CC1 (configuration not stated)	3.9
CC1CCC(NC(=O)c2ccc3snnc3c2)CC1 (configuration not stated)	-1.7
O=C(NC1CC1)c1cc(F)c(F)cc1Cl	0.9
Cc1ccc(Cl)cc1N1CCN(C(=O)C2CCC(=O)N2C(C)C)CC1 (configuration not stated)	4.5
(more compounds)
SMILES	TTR transcr act
CCOc1ccc2c(c1)/C(=C(\C(Cl)=C(Cl)Cl)[N+](=O)[O-])N2	0.3
NNC(=O)c1csc(-c2ncc(C(F)(F)F)cc2Cl)n1	-1.7
O=C(NCc1ccccn1)c1nn(-c2ccccc2)c(=O)c2ccccc12	8.8
CC(=O)Nc1sc2c(c1-c1nc3ccccc3s1)CCN(C)C2	2.2
O=C(Nc1nccs1)C1=COCCO1	0.2
CCOC(=O)c1sc(N(C)C(C)=O)nc1C	-0.5
NS(=O)(=O)c1ccc(CCNC(=O)c2cc3ccccc3s2)cc1	0.7
CSc1nnc(-c2ccccc2N=Cc2c(C)[nH]n(-c3ccc4ccccc4c3)c2=O)c(=O)[nH]1	-0.9
Cn1c(SCC(=O)Nc2ccc(C(=O)O)cc2)nc2scc(-c3ccccc3Cl)c2c1=O	0.9
COc1ccc(-n2cc(CNCCCN3CCCC3=O)c(-c3ccccc3Cl)n2)cc1	1.1
O=C(c1ccc(Cl)cc1Cl)c1ncc(C(F)(F)F)cc1Cl	-1.3
Cc1cc(-c2nnc3n2N=C(c2ccccc2)CS3)n[nH]1	-0.1
COC(=O)c1sccc1-n1cccc1C(=O)C(=O)N1CCCC1	3.2
COC(=O)c1cc(C(=O)N2CCN(C(=O)c3ccco3)CC2)cc([N+](=O)[O-])c1	0.2
CCN(CC)C(=O)C(=O)c1cccn1-c1c(Cl)cccc1C#N	1.2
Cc1cccc(NC(=O)c2cnc3n(c2=O)CCS3)c1	-0.1
CCn1c(SCC(=O)Nc2ccccc2)nc2nc3c(cc2c1=O)COC(C)(C)C3	0.8
Cc1ccc(-c2nc(=S)c3c(n2CC2CCCO2)CC(C)(C)OC3)cc1 (configuration not stated)	-1.5
COc1ccc2c(c1OC)C(=O)OC2CC(=O)c1ccc(O)c(O)c1 (configuration not stated)	0.1
O=C(NC1(C(F)(F)F)NC(=O)N(Cc2ccccc2)C1=O)c1cccnc1 (configuration not stated)	-0.2
C=C1CN(Cc2ccccc2)S(=O)(=O)c2ccccc21	3.9
CC1CCN(S(=O)(=O)c2cccc(C(=O)Nc3nncs3)c2)CC1	4.8
CCOc1cc(/C=N/NC(=O)CN2CCOCC2)ccc1OCc1ccc(Cl)cc1	-1.3
CCOC(=O)N1CCN(S(=O)(=O)Cc2ccccc2)CC1	1.9
O=C(Nc1ccc2oc(-c3ccccc3)nc2c1)c1cccs1	-3.8
CSCCC(C(=O)Nc1c(C)cccc1C)n1c(-c2cnc(C)cn2)nc2ccccc21 (configuration not stated)	1.9
O=C(C[n+]1ccn(-c2ccccc2)c1)c1ccc([N+](=O)[O-])cc1	-1.6
O=C(NCCc1ccccc1)OCc1cn(-c2ccccc2Cl)nn1	-2.2
CC1CCCCC1NC(=O)CSc1ncnc2sccc12 (configuration not stated)	-0.3
COc1ccc(CC2(CO)CCN(CC3=CC[C@H]4C[C@@H]3C4(C)C)CC2)cc1	0.2
CCCCN(CC(=O)NCc1ccc(Cl)cc1)S(=O)(=O)c1ccc2c(c1)OCCO2	-2.7
NC(=O)c1ccc(C2SCC(=O)N2Cc2ccccc2)cc1 (configuration not stated)	-3.0
Cc1cc2c(cc1C)CSC(c1ccccc1OC(=O)C(C)C)SC2	-2.7
COCCN1C(=O)C(CC(=O)Nc2ccccc2)SC1=Nc1ccc(OC)cc1 (configuration not stated)	1.6
Cc1ccc2nc(N3C(=O)C(O)=C(C(=O)c4ccco4)C3c3cccc(O)c3)sc2c1 (configuration not stated)	-2.2
O=S(=O)(Nc1ccc2c(c1)nc1n2CCN(Cc2ccccc2)C1)c1ccc(F)cc1	-1.2
C[C@@H]1CN([C@@H](C)CO)S(=O)(=O)c2ccc(Br)cc2O[C@H]1CN(C)C(=O)Nc1ccc(C(F)(F)F)cc1	0.1
CCOC(=O)C(=N/O)/C(C)=N/NC(=O)C(=O)Nc1cc(Cl)ccc1Cl	-0.6
COc1ccc(/C(C)=N/NC(=O)Cc2ccc(Cl)cc2)cc1	-0.8
Cc1ccc(Nc2nc(N)c([N+](=O)[O-])c(NCCO)n2)cc1	-0.4
O=C(COc1ccc(Br)cc1)Nc1nnc(-c2cccnc2)s1	4.0
NNC(=O)c1cc2cc(OC(F)(F)F)ccc2[nH]1	-0.7
Cn1ccc2c([N+](=O)[O-])cccc2c1=O	-1.6
Cc1cc(C(=O)OCC(=O)NC(C)c2ccc(F)cc2)c(C)o1 (configuration not stated)	1.4
COC(C[C@H]1O[C@@H]1[C@@H](O)COCc1ccccc1)OC	-0.2
S=c1[nH]c(-c2ccccc2)cn1/N=C/c1cccs1	5.7
COC(=O)c1ccc(CNC(=O)c2ccc(S(=O)(=O)N(C)c3ccccc3OC)cc2)cc1	-3.1
O=C(Nc1c(C(=O)N2CCOCC2)cnn1-c1ccccc1Cl)c1ccco1	0.0
Cc1ccc(Cn2nnc(C(=O)Nc3cc(C)ccc3C)c2N)cc1	1.3
COc1ccc(-c2noc(CCCC(=O)N3CCN(c4cc(C)ccc4C)CC3)n2)cc1	-0.6
CN(C(=O)CSc1ncnc2ccccc12)C1CCCCC1	-1.6
O=C(Nc1ccc2c(c1)OCO2)c1ccc(Br)o1	-2.2
COc1ccc(NC(=O)c2ccc(S(=O)(=O)N3CC(C)CC(C)C3)cc2)cc1S(N)(=O)=O (configuration not stated)	-0.1
COc1ccc2c(c1)c(C(=O)CN1CCOCC1)c(C)n2C	6.9
CCOc1cc(/C=C2\N=C3CCCCCN3C2=O)ccc1O	0.5
CCOc1ncccc1C(=O)Nc1ccc2c(c1)OCCCO2	-0.4
CC(Cl)c1cc(-c2ncc(C(F)(F)F)cc2Cl)no1 (configuration not stated)	5.3
CCOc1ccccc1NC(=O)CCNC(=O)c1ccco1	1.6
COc1cccc2c1C(CCCC(=O)O)CCC2 (configuration not stated)	-0.3
Cc1ccc(C)c(OCC(=O)NNC(=O)c2ccc(=O)[nH]c2)c1	-1.1
COc1cccc(CNS(=O)(=O)c2cc3c4c(c2)CCC(=O)N4CCC3)c1	-1.2

Five entries drawn at random from the list so far, as already listed:
SMILES	TTR transcr act
COc1ccc(-n2cc(CNCCCN3CCCC3=O)c(-c3ccccc3Cl)n2)cc1	1.1
Nc1cc(-c2ccccc2)nn1S(=O)(=O)c1ccc(F)cc1	-2.2
COc1ccc(F)cc1CN1CCN(CC(=O)Nc2ccccc2C(=O)NC2CC2)CC1	1.9
Cc1cccc(NC(=O)c2cnc3n(c2=O)CCS3)c1	-0.1
COc1ccccc1N1CCN(C(=O)CSc2nc3ccccc3c(=O)n2CC2CCCO2)CC1 (configuration not stated)	3.9

Not all compounds are listed. The share of hits here may be higher or lower than overall.
